Screens as filed in PubChem.
TEAD-YAP block: TEAD-YAP interaction inhibition; HEK-TIYL cells, TEAD-Gal4/YAP UAS-luciferase luminescence; inhibition, % at 9.12 µM; 640,000 tested, 1.4% active; in the data active means inhibition above about 32%;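 further: 0% = median of test compound wells and 100% = reference inhibitor wells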
FBW7 activator: activators of human E3 ligase FBW7. Q969H0. AlphaScreen FBW7–phospho-cyclin E peptide binding, activator screen. normalized activity (activation), % at 26.1 µM. 650,000 tested, 0.13% active. AID 1259310; in the data active means normalized activity above about 1.9%;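 further: purified mutant Fbw7 with reduced substrate affinity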
MITF primary: human MITF inhibition, primary screen; inhibition, % at 2.6 µM; 650,000 tested, 0.91% active; AlphaScreen MITF homodimerization, bead proximity signal; in the data active means inhibition above about 50%;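 further: 0% = vehicle wells with protein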
Target sequence (O75030 whole entry, looked up): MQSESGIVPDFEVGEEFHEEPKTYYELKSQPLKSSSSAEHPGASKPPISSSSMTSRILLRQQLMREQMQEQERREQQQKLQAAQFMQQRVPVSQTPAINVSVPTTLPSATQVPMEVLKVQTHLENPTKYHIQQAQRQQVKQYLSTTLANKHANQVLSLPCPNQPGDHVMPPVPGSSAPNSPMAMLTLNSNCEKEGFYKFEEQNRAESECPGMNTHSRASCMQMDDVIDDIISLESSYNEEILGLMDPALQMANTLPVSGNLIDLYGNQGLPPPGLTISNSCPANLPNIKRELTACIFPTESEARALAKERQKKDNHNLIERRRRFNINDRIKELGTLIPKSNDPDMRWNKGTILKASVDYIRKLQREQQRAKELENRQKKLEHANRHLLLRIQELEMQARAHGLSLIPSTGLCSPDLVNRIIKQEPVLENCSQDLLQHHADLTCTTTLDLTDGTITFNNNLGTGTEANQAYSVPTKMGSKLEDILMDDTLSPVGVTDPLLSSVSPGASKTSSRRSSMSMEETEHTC
GPR151 ag: activators of human GPR151. AID 1508602. Q8TDV0. PathHunter beta-arrestin GPR151 cells, luminescence. activation, % at 11.2 µM. 650,000 tested, 1% active; in the data active means activation above about 4.9%;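 further: 0% = median of compound wells and 100% = cells with positive control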
Target sequence (Q8TDV0 whole entry, looked up): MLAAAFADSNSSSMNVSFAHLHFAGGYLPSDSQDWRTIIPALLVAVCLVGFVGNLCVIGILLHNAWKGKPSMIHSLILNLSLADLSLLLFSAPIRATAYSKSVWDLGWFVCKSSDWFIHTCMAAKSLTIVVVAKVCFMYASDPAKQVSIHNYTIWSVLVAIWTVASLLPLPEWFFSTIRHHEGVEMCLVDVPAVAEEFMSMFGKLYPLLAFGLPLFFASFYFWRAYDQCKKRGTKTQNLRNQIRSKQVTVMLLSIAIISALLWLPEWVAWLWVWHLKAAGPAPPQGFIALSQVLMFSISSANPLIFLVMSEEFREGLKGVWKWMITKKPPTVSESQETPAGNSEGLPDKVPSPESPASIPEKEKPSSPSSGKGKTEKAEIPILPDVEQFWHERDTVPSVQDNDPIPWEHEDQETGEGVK
* hit, by the source's call. Rows were taken by chance; any-hit rate near 3.4%.

For COC(=O)C1=C(C)NC(=O)NC1c1ccc(OCC(=O)Nc2ccc(F)cc2)c(OC)c1 (stereo not given) the results were TEAD-YAP block 0, FBW7 activator -0.2, MITF primary 1 and GPR151 ag 0.7.
CCOc1cccc(N2C(=O)CC(NNC(=O)c3ccccc3)C2=O)c1 (stereo not given) was read as TEAD-YAP block -14, FBW7 activator -0.1, MITF primary 2 and GPR151 ag 0.6.
For N#CCCN1CCN(C(=O)NC2CCCCC2)CC1 the results were TEAD-YAP block 1, FBW7 activator 0.1, MITF primary 5 and GPR151 ag 0.7.
`O=C(Nc1ccc(-c2ccn[nH]2)cc1)c1ccccc1Cl` gave TEAD-YAP block -41, FBW7 activator -0.1, MITF primary 13 and GPR151 ag -2.2.
O=S(=O)(NCCc1csc2nc(-c3ccccc3)nn12)c1ccc2ccccc2c1 was read as TEAD-YAP block 9, FBW7 activator 0.5, MITF primary 12 and GPR151 ag -0.7.
Screening Cc1ccc(S(=O)(=O)c2nnn3c2nc(NC2CCCC2)c2sccc23)cc1 returned TEAD-YAP block -12, FBW7 activator 0.0, MITF primary 12 and GPR151 ag -0.5.
Screening CCC(C)NC(=O)C1CCN(S(=O)(=O)c2ccc3c(c2)oc(=O)n3C)CC1 (stereo not given) returned TEAD-YAP block 3, FBW7 activator 0.1, MITF primary 9 and GPR151 ag -1.3.
For O=C(CSc1nc2c(c(=O)n1CCc1ccccc1)SCC2)N1CCc2ccccc21 the results were TEAD-YAP block -3, FBW7 activator -0.2, MITF primary -19 and GPR151 ag 0.2.
`Cc1cccc(NC(C#N)c2ccc(-n3ccnc3)cc2)c1` (stereo not given) gave TEAD-YAP block 1, FBW7 activator -0.3, MITF primary 3 and GPR151 ag -0.5.
`CCOc1ccc(-c2c(C#N)c(N)nc3sc(C(=O)c4ccc(Br)cc4)c(N)c23)cc1` gave TEAD-YAP block -3, FBW7 activator 0.0, MITF primary -4 and GPR151 ag -0.2.
`NS(=O)(=O)c1ccc(Nc2c([N+](=O)[O-])c3nonc3c3nonc23)cc1` gave TEAD-YAP block -9, FBW7 activator -0.2, MITF primary -11 and GPR151 ag 0.2.
Screening N=C1S/C(=C\c2cc3c(cc2Cl)OCO3)C(=O)N1c1nccs1 returned TEAD-YAP block 5, FBW7 activator 0.1, MITF primary 12 and GPR151 ag -0.2.
For Cc1ccc2c(CC(=O)OC3CCOC3=O)coc2c1 (stereo not given) the results were TEAD-YAP block -3, FBW7 activator 0.0, MITF primary 7 and GPR151 ag -2.2.
CN(C)CCOc1ccc(-c2ccc3c(c2)OCO3)cn1 was read as TEAD-YAP block -42, FBW7 activator -0.3, MITF primary 6 and GPR151 ag -0.6.
For COc1ccc(C(=O)Nc2ccc(NC(=O)c3ccco3)nc2)cc1 the results were TEAD-YAP block -18, FBW7 activator 0.1, MITF primary 16 and GPR151 ag -1.4.
For O=C(OCc1nc2ccccc2s1)c1cc(=O)c2ccccc2o1 the results were TEAD-YAP block 12, FBW7 activator 0.0, MITF primary 1 and GPR151 ag 0.7.
`CC(=O)Nc1ccnn1C1CCN(Cc2cc(CC(C)C)n[nH]2)CC1` gave TEAD-YAP block 9, FBW7 activator 0.4, MITF primary 10 and GPR151 ag -2.5.
Cc1cc(NC(=O)CCC(=O)N(CC(=O)NCC2CCCO2)c2cccc(F)c2)no1 (stereo not given) was read as TEAD-YAP block 14, FBW7 activator 0.1, MITF primary 3 and GPR151 ag 1.4.
Cc1ccc(C2OC3(C(=O)c4ccccc4C3=O)C(c3ccc(Br)cc3)C23C(=O)c2ccccc2C3=O)cc1 (stereo not given) was read as TEAD-YAP block 5, FBW7 activator -0.1, MITF primary 8 and GPR151 ag 3.0.
CC1CCCC(NC(=O)c2ccc(CNc3c(N4CCCC4)c(=O)c3=O)cc2)C1C (stereo not given) was read as TEAD-YAP block -9, FBW7 activator 0.1, MITF primary -9 and GPR151 ag -1.0.
Screening CCCCCCOc1ccc(/C=C/C(=O)Nc2sc3c(c2C(=O)OC)CCC3)cc1OC returned TEAD-YAP block -8, FBW7 activator -0.4, MITF primary -8 and GPR151 ag 0.7.
For COc1ccc(CC(=O)NNC(=O)c2cccnc2SCc2cccc([N+](=O)[O-])c2)cc1 the results were TEAD-YAP block -5, FBW7 activator -0.1, MITF primary 1 and GPR151 ag -0.8.
O=C(CC1OC(=O)c2ccccc21)c1ccccc1Cl (stereo not given) was read as TEAD-YAP block 17, FBW7 activator 0.1, MITF primary 5 and GPR151 ag -1.2.
For CC(C)(C)OC(=O)N1CCC(C(=O)Nc2ccc3[nH]ncc3c2)CC1 the results were TEAD-YAP block 6, FBW7 activator 1.2, MITF primary 16 and GPR151 ag -0.4.
CCCC12CN3CC(C)(CN(C1)C3c1cc(Br)ccc1O)C2=O (stereo not given) was read as TEAD-YAP block -15, FBW7 activator 0.0, MITF primary -8 and GPR151 ag 3.6.
For Cc1ccccc1-c1cnnc(N2CCOCC2)n1 the results were TEAD-YAP block -3, FBW7 activator -0.1, MITF primary -12 and GPR151 ag 1.3.
CC(C)C12CCC(C(=O)O)C(C1)C(=O)O2 (stereo not given) was read as TEAD-YAP block 9, FBW7 activator -0.1, MITF primary 0 and GPR151 ag -0.7.
For COc1ccccc1Nc1nc(-c2c(C)nc3ncccn23)cs1 the results were TEAD-YAP block 22, FBW7 activator 0.4, MITF primary 7 and GPR151 ag -0.2.
Cc1ccc2c(c1)N(C(=O)CCC(=O)NC1CCN(Cc3ccccc3)CC1)CC(C)O2 (stereo not given) was read as TEAD-YAP block -4, FBW7 activator -0.1, MITF primary 4 and GPR151 ag -2.0.
Cc1ccc(N=Cc2ccc(C#N)cc2)cc1F was read as TEAD-YAP block 8, FBW7 activator 0.7, MITF primary -2 and GPR151 ag -1.8.
For N#CC(=C1CCCC1)c1nc(-c2ccccc2)cs1 the results were TEAD-YAP block -50, FBW7 activator 0.1, MITF primary 5 and GPR151 ag 1.0.
`O=C(/C=C/c1ccco1)CC1(O)C(=O)N(Cc2ccccc2Cl)c2ccccc21` (stereo not given) gave TEAD-YAP block -1, FBW7 activator 0.1, MITF primary 1 and GPR151 ag 0.6.
`CC1CN(C(=S)c2ccc(F)cc2)CC(C)O1` (stereo not given) gave TEAD-YAP block 0, FBW7 activator -0.2, MITF primary -4 and GPR151 ag -0.8.
`Cc1[nH]c(=O)n(C)c(=O)c1CCC(=O)Nc1ccccc1Cl` gave TEAD-YAP block -4, FBW7 activator -0.2, MITF primary -5 and GPR151 ag -0.2.
`CCOc1ccc(C(=O)NC(=S)Nc2ccc(NC(=O)CC)cc2)cc1[N+](=O)[O-]` gave TEAD-YAP block 1, FBW7 activator -0.2, MITF primary -11 and GPR151 ag -0.1.
`COc1ccc(CNc2nc(-c3ccc(N(C)C)cc3)nc3nc[nH]c23)cc1` gave TEAD-YAP block -8, FBW7 activator -0.1, MITF primary -5 and GPR151 ag 0.0.
CC1CC(C)CN(CC(C)(C)NS(=O)(=O)c2ccccc2)C1 (stereo not given) was read as TEAD-YAP block 4, FBW7 activator -0.1, MITF primary 38 and GPR151 ag 0.1.
CC(=O)SCC(=O)N=c1sc2ccccc2n1C was read as TEAD-YAP block 1, FBW7 activator 0.4, MITF primary 13 and GPR151 ag 0.3.
For COc1ccc(C2C=C3Oc4ccccc4N=C3NN2)cc1 (stereo not given) the results were TEAD-YAP block -47, FBW7 activator -0.5, MITF primary 10 and GPR151 ag -1.9.
`CCOC(=O)COc1c(Br)cc(/C=C(\C#N)c2nn(-c3ccccc3)c(N)c2C#N)cc1OC` gave TEAD-YAP block 11, FBW7 activator 0.9, MITF primary 2 and GPR151 ag -2.0.
`CCOc1cccc(C2CC(c3ccc4c(c3)OCO4)=NC(c3ccccc3Cl)N2)c1O` (stereo not given) gave TEAD-YAP block -74, FBW7 activator 0.2, MITF primary 13 and GPR151 ag -1.5.
CCN(CC)C(=O)CSc1nc(O)c(Cc2ccccc2F)c(=O)[nH]1 was read as TEAD-YAP block 5, FBW7 activator -0.2, MITF primary 2 and GPR151 ag 0.0.
For CCOC(=O)c1c(NC(=O)COc2ccc(C)cc2Br)sc(C)c1C the results were TEAD-YAP block -7, FBW7 activator 0.0, MITF primary 8 and GPR151 ag -0.8.
`CCOc1ccccc1C1CC(c2ccc(OC)c(OC)c2)=NN1S(C)(=O)=O` (stereo not given) gave TEAD-YAP block -2, FBW7 activator -0.1, MITF primary 1 and GPR151 ag 0.2.
`COc1cccc(NC(=O)C(C)N(c2ccccc2)S(C)(=O)=O)c1` (stereo not given) gave TEAD-YAP block 2, FBW7 activator -0.1, MITF primary 2 and GPR151 ag -0.7.
`CC(C)Nc1c(Cl)c(Cl)nc(Cl)c1C(=O)O` gave TEAD-YAP block -4, FBW7 activator -0.1, MITF primary -6 and GPR151 ag -1.8.
For CC1CC(=O)C2=C(C1)OC(N)=C(C#N)C2c1ccc2ccccc2c1 (stereo not given) the results were TEAD-YAP block 10, FBW7 activator 0.2, MITF primary 19 and GPR151 ag 0.7.
Screening CCC(Sc1nc(C)cc(C)n1)C(=O)Nc1nc2ccccc2s1 (stereo not given) returned TEAD-YAP block -10, FBW7 activator 0.3, MITF primary 8 and GPR151 ag 2.0.

Compounds shown so far with two or more sulfur atoms:
O=S(=O)(NCCc1csc2nc(-c3ccccc3)nn12)c1ccc2ccccc2c1 was read as TEAD-YAP block 9, FBW7 activator 0.5, MITF primary 12 and GPR151 ag -0.7.
Screening Cc1ccc(S(=O)(=O)c2nnn3c2nc(NC2CCCC2)c2sccc23)cc1 returned TEAD-YAP block -12, FBW7 activator 0.0, MITF primary 12 and GPR151 ag -0.5.
For O=C(CSc1nc2c(c(=O)n1CCc1ccccc1)SCC2)N1CCc2ccccc21 the results were TEAD-YAP block -3, FBW7 activator -0.2, MITF primary -19 and GPR151 ag 0.2.
Screening N=C1S/C(=C\c2cc3c(cc2Cl)OCO3)C(=O)N1c1nccs1 returned TEAD-YAP block 5, FBW7 activator 0.1, MITF primary 12 and GPR151 ag -0.2.
CC(=O)SCC(=O)N=c1sc2ccccc2n1C was read as TEAD-YAP block 1, FBW7 activator 0.4, MITF primary 13 and GPR151 ag 0.3.
Screening CCC(Sc1nc(C)cc(C)n1)C(=O)Nc1nc2ccccc2s1 (stereo not given) returned TEAD-YAP block -10, FBW7 activator 0.3, MITF primary 8 and GPR151 ag 2.0.

The listing picks up, starting two compounds before the break.
For CC1CC(=O)C2=C(C1)OC(N)=C(C#N)C2c1ccc2ccccc2c1 (stereo not given) the results were TEAD-YAP block 10, FBW7 activator 0.2, MITF primary 19 and GPR151 ag 0.7.
Screening CCC(Sc1nc(C)cc(C)n1)C(=O)Nc1nc2ccccc2s1 (stereo not given) returned TEAD-YAP block -10, FBW7 activator 0.3, MITF primary 8 and GPR151 ag 2.0.
`Cc1ccccc1-c1nc(CN2CCCC(C(=O)O)C2)c(C)o1` (stereo not given) gave TEAD-YAP block -8, FBW7 activator 0.1, MITF primary 20 and GPR151 ag -0.3.
CCc1c(C)nc(SCC(=O)N2CCN(c3ccccc3OC)CC2)[nH]c1=O was read as TEAD-YAP block 13, FBW7 activator 0.9, MITF primary 0 and GPR151 ag -1.0.
Screening O=C(Nc1ccc(Oc2ccccc2)cc1)c1cnc(N2CCN(c3ncccn3)CC2)c2ccccc12 returned TEAD-YAP block 6, FBW7 activator 0.1, MITF primary 9 and GPR151 ag -0.2.
`CC(=NC1CCCCC1)C1=C(O)CC(C)(C)CC1=O` gave TEAD-YAP block 5, FBW7 activator 0.8, MITF primary 14 and GPR151 ag -1.5.
Screening O=C(CN1CCCC(c2ncncc2-c2ccncc2)C1)N1CCCC1 (stereo not given) returned TEAD-YAP block 7, FBW7 activator 0.1, MITF primary 13 and GPR151 ag -0.6.
CCC(C)(c1ccc(OC(=O)c2ccc(Br)cc2)cc1)c1ccc(OC(=O)c2ccc(Br)cc2)cc1 was read as TEAD-YAP block -1, FBW7 activator -0.1, MITF primary 4 and GPR151 ag 0.4.
Screening O=C(CN1CCN(CCOCCO)CC1)N1c2ccccc2Sc2ccc(Cl)cc21 returned TEAD-YAP block 7, FBW7 activator -0.1, MITF primary 14 and GPR151 ag -1.4.
`Cc1ccc(Nc2nc(Cl)nc(N3CCOCC3)n2)cc1Cl` gave TEAD-YAP block -58, FBW7 activator 0.0, MITF primary -1 and GPR151 ag 4.2.
For COc1ccc(Cl)cc1C(=O)O/N=C(\N)c1ccc(Cl)cc1 the results were TEAD-YAP block 4, FBW7 activator -0.2, MITF primary -13 and GPR151 ag 0.9.
O=S(=O)(c1cccc2cccnc12)N1CCCC1 was read as TEAD-YAP block 1, FBW7 activator 0.0, MITF primary -4 and GPR151 ag -0.6.
O=C(CN1CCN(S(=O)(=O)c2ccc(F)cc2)CC1)NC1CCCCC1 was read as TEAD-YAP block -4, FBW7 activator 0.0, MITF primary -8 and GPR151 ag 0.0.
O=C(O)COc1cccc(-c2nc(Nc3ccc4[nH]ncc4c3)c3ccccc3n2)c1 was read as TEAD-YAP block -4, FBW7 activator 0.1, MITF primary 14 and GPR151 ag -0.5.
Screening COC(=O)COc1ccc(/C=C2\C(=O)NC(=O)N(c3cc(C)cc(C)c3)C2=O)cc1OC returned TEAD-YAP block 0, FBW7 activator 0.0, MITF primary 15 and GPR151 ag -2.2.
Screening CCOC(=O)c1ccc(NC(=S)NC2CC(C)(C)NC(C)(C)C2)cc1 returned TEAD-YAP block -8, FBW7 activator 0.1, MITF primary -3 and GPR151 ag 1.8.
Screening O=C(NC(=S)Nc1cccc2nsnc12)c1cncc(Br)c1 returned TEAD-YAP block -7, FBW7 activator -0.2, MITF primary 11 and GPR151 ag 1.2.
For CCOc1ccc(OCc2ccc(C(=O)NNC(=O)c3ccc([N+](=O)[O-])o3)cc2)cc1 the results were TEAD-YAP block -9, FBW7 activator 0.5, MITF primary 22 and GPR151 ag 0.7.
Screening CCOC(=O)c1cnc2c(Cl)cccc2c1NCCc1ccccc1 returned TEAD-YAP block -5, FBW7 activator 0.5, MITF primary 0 and GPR151 ag 1.1.
